High-throughput results: PubChem BioAssay, several laboratories
LANA DNA inh: inhibitors of KSHV LANA C-terminal domain DNA binding; MBP-C-LANA/FAM-LBS DNA binding, fluorescence polarization; inhibition, % at 9 µM; 0.078% of 340,000 active; AID 504423;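 active = highest replicate inhibition at or above 60% at 9 µM, even if other replicates fall short; inactive = all replicates below 60% inhibition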;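 also: 0% = neutral control wells and 100% = 4 µM acridine orange control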
RTF Ca sens act: increases calcium sensitivity of human cardiac regulated thin filaments | activation, % at 7.2 µM | 0.24% of 340,000 active | IANBD-labeled TnC RTF fluorescence at EC20 calcium; 0% EC20 calcium, 100% full calcium;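 active = activation above the mean over all tested compounds plus 3 SD, cut at about 30% in these data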;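 also: rise in fluorescence read as greater calcium sensitivity of cardiac thin filaments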
V-ATPase pHluor: yeast V-ATPase proton transport regulation by pHLuorin. S. cerevisiae, pHLuorin cytosolic pH fluorescence. response, % at 10 µM. 0.37% of 350,000 active; in the data active = response mostly above about 7.3%, no sharp cut-off; inactive = mostly below about 5.4%; also: actives read high; inactives centre near 0; some compounds called inactive have numbers as strong as hits; reference of the scale not given here
OPRM1-OPRD1 ag: agonists of human mu-delta opioid receptor heterodimerization. P35372+P41143. cells, OPRM1-OPRD1 heterodimerization, luminescence. activation, % at 9.3 µM. 0.3% of 340,000 active; in the data active = activation above about 18%;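 also: 0% = vehicle-treated cells and 100% = reference agonist; values of inactives mirror those of a sister screen read the other way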
Arrestin-AP2 inh: inhibitors of human beta-arrestin and AP2 interaction; inhibition, % at 10 µM; 0.31% of 340,000 active; AID 504490; FITC-arrestin peptide / GST-AP2 beads, flow cytometry; AP2 beta2 appendage carries R879A mutation;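 active = inhibition above a set limit, near 3 SD of compounds lacking own fluorescence, cut at about 54% in these data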;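 also: plate controls were DMSO wells for no effect and 5 µM unlabelled arrestin peptide for full effect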
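System: GST-AP2 R879A bound to glutathione beads, E. coli-expressed. Also added: 50 nM FITC-arrestin peptide. Schedule: compound with beads 12 min RT, then probe 1 h RT. Signal: bead flow cytometry, FITC channel. Read-out basis: percent response.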
OPRM1-OPRD1 inv: inverse agonist of human OPRM1-OPRD1 heterodimerization | P35372+P41143 | cell-based MOR-DOR heterodimer luminescence, inverse agonism | inhibition, % at 9.3 µM | 0.21% of 340,000 active | AID 504357; in the data active = inhibition above about 22%, passing the limit was not always enough;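 also: 0% = cells with DMSO and 100% = wells without cells with DMSO; values of inactives mirror those of a sister screen read the other way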
Pemphigus Ab inh: inhibitors of pemphigus antibody binding to human desmoglein-3. DSG3-coupled beads, scFv-anti-DSG3-GFP binding, flow cytometry; stronger effect = lower value. binding (percent of control), % at 10 µM. 0.48% of 310,000 active;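 active = binding more than 3 SD below its plate's average and above zero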;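 also: hits lower antibody fragment binding to DSG3; some compounds called inactive have numbers as strong as hits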
Target sequence (P32926 whole entry, looked up, the tested form may be a part): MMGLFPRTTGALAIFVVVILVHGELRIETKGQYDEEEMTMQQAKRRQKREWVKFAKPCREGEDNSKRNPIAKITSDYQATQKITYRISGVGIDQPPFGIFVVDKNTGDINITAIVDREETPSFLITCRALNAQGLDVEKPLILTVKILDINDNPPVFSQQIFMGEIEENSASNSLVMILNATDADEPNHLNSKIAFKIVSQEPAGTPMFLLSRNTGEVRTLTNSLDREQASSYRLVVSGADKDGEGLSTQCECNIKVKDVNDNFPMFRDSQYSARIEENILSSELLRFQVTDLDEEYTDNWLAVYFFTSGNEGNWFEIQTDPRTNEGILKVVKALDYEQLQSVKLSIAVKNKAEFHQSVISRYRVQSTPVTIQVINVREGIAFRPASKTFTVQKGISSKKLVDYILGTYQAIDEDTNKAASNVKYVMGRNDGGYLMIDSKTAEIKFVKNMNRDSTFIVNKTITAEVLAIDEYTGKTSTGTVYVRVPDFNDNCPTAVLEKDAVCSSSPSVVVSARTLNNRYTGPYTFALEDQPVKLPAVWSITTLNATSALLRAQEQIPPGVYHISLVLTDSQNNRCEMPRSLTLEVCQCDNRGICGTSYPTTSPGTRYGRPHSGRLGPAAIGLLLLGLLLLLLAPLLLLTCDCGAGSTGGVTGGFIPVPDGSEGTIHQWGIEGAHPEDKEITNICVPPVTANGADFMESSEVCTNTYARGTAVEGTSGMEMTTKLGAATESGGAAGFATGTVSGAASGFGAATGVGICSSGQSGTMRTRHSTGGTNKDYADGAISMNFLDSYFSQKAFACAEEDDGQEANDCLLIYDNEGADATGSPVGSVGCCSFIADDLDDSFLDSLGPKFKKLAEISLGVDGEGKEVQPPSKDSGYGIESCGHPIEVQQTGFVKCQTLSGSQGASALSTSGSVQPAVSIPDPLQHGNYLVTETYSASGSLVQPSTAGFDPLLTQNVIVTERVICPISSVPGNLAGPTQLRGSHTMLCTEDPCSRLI
RTF Ca sens inh: cardiac RTF calcium desensitization; P19429+P45379; IANBD-labeled cardiac RTF, Ca2+ fluorescence; inhibition, % at 7.15 µM; 0.12% of 340,000 active; AID 493244;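 active = inhibition above the mean inhibition of all tested compounds plus 3 SD, cut at about 17% in these data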;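 also: assay run at fixed EC70 calcium of 1.6 mM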
Keap1-Nrf2 PPI: Keap1-Nrf2 (human) interaction inhibition | AID 504523 | inhibition, % at 9.4 µM | 0.15% of 340,000 active | Keap1 Kelch-Nrf2 peptide fluorescence polarization, 1536-well | Q14145; in the data active = inhibition above about 12%;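 also: human Keap1 Kelch domain with fluorescein labeled Nrf2 9mer peptide probe; 0% = neutral control wells and 100% = peptide positive control; higher means more block of Keap1 binding to Nrf2 peptide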
Wnt bcat act: Wnt/beta-catenin pathway activation; AID 743398; activation, % at 9.35 µM; Wnt/beta-catenin reporter cell assay, activator, plate reader; 1.2% of 300,000 active; in the data active = activation above about 30%, passing the limit was not always enough;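 also: 0% = neutral control wells and 100% = positive control wells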
* = called active by the depositor; nt = not tested or not shown.

SMILES | LANA DNA inh | RTF Ca sens act | V-ATPase pHluor | OPRM1-OPRD1 ag | Arrestin-AP2 inh | OPRM1-OPRD1 inv | Pemphigus Ab inh | RTF Ca sens inh | Keap1-Nrf2 PPI | Wnt bcat act
CC1=CCC2C(=O)N(c3nc4ccccc4n3C)C(=O)C2C1 (centres undefined) | 2.4 | 1.6 | 1.1 | -1.5 | 4.1 | 7.6 | nt | -7.5 | -2.7 | nt
CN(C(=O)c1ccccc1C(=O)OCC(=O)Nc1ccc(S(N)(=O)=O)cc1)c1ccccc1 | -1.4 | -3.1 | -1.4 | -0.7 | -0.3 | 4.2 | 95.6 | -1.6 | -5.9 | -6.6
O=C(NCC1CCN(C(=O)c2c(F)c(F)c(F)c(F)c2F)CC1)c1c(F)c(F)c(F)c(F)c1F | -1.5 | -0.8 | 3.5 | -0.8 | -14.2 | 4.2 | 108.6 | 1.4 | 0.4 | -4.3
COC(=O)C1=CNC=C(C(=O)OC)C1c1ccc(C(=O)OC)cc1 | 0.7 | -0.8 | 3.1 | -3.8 | 2.1 | 16.4 | 100.0 | -4.3 | 0.1 | 6.6
CCCCNc1c([N+](=O)[O-])ncn1C | -1.1 | nt | 0.7 | nt | -5.7 | nt | 89.7 | nt | 5.5 | 2.4
COC(=O)c1ccc(C2NCCc3cc(OC)c(OC)cc32)cc1 (centres undefined) | 1.3 | -4.7 | -3.8 | -3.9 | 5.8 | 17.6 | 93.2 | -3.5 | -7.9 | -2.1
COCCNC(=O)/C(C#N)=C1\N=C(N)c2ccccc21 | -0.9 | -5.2 | 2.1 | -2.2 | 28.0 | 13.0 | 89.8 | 0.7 | 1.9 | nt
Cc1ccc(NC(=O)CCSc2ccccc2)c(C)c1 | 1.0 | -3.0 | 2.2 | 0.8 | 12.7 | -3.8 | 114.6 | 12.9 | 1.5 | nt
O=C(O)/C(=C\c1ccc(Cl)c([N+](=O)[O-])c1)c1ccc(S(=O)(=O)N2CCCCC2)s1 | 2.2 | 4.0 | 3.0 | -0.5 | 7.4 | 2.8 | 94.4 | 9.7 | -5.1 | -1.4
O=c1[nH]c(=O)c2cn[nH]c2[nH]1 | -0.8 | 1.6 | 1.7 | -1.0 | 1.7 | 5.7 | 112.5 | -3.8 | 4.9 | 16.0
Cc1ccc2c(c1)-c1c(cnn1CC(=O)N(CCC#N)c1ccccc1)CO2 | 1.6 | -1.1 | -1.1 | -2.4 | 2.3 | 12.1 | 105.2 | -5.8 | -0.9 | 2.7
N#CC1=C(S)N=C(N)C(c2nc(-c3ccccc3)cs2)C12CCCCC2 (centres undefined) | 0.6 | 4.5 | nt | 0.1 | 3.6 | -0.5 | 94.1 | -5.6 | -1.7 | nt
COCCSc1ccccc1C(=O)NCCc1ccccc1 | 0.3 | 0.4 | 0.7 | -1.3 | 26.6 | 6.7 | 100.8 | -12.5 | 2.8 | 3.6
CC1(C)Cc2c(cnn2-c2cccc(F)c2)C(NC(=O)c2csnn2)C1 (centres undefined) | 0.2 | -2.2 | 1.4 | -2.6 | 29.5 | 15.1 | 123.8 | 5.4 | 3.6 | 1.3
Cc1cccc(OCc2cc(-c3ccccc3)no2)c1C | 0.5 | -1.0 | 1.4 | 2.9 | 0.8 | -16.6 | 92.2 | 0.5 | -2.4 | 14.5
Cc1[nH]c2ccccc2c1C(=O)C(=O)NCCOc1ccccc1 | -0.5 | 2.0 | -0.1 | -1.0 | -6.3 | 4.5 | 98.4 | -2.3 | 3.2 | -1.8
CN=C(C)/C(C(=O)OC)=C(/O)c1ccc(Cl)cc1Cl | -1.1 | -1.5 | 0.3 | -1.6 | 6.8 | 7.9 | nt | 1.5 | -3.8 | 1.1
COc1c2n(C)ccc3c-2n(c(=O)c1=O)c1ccccc31 | 0.1 | 1.7 | 0.0 | -3.2 | 2.4 | 16.4 | nt | -3.2 | -2.0 | -1.5
CCc1noc(C)c1C(=O)Nc1cc(Cl)ccc1-n1cncn1 | 0.8 | -6.5 | 9.3 | -0.4 | -4.2 | 2.4 | 100.7 | -5.1 | -0.2 | 1.6
COc1ccc(CNS(=O)(=O)c2ccc3c(c2)N(C(C)=O)CCO3)cc1 | 1.9 | 4.0 | 1.3 | 0.4 | 25.2 | -2.1 | 107.5 | -6.0 | -3.0 | -1.9
c1ccc2c(c1)NC(c1ccncc1)n1c-2nc2ccccc21 (centres undefined) | -0.3 | -6.8 | 3.2 | -0.5 | 9.8 | 2.5 | nt | 1.6 | -2.1 | 56.2*
CCOC(=O)c1c(-c2ccc(F)cc2)csc1NC(=O)CCN1CCOCC1 | -0.3 | 0.2 | 1.2 | -0.4 | 0.3 | 2.1 | 121.4 | -5.5 | -1.5 | -6.2
N#C/C(=C\c1c(Oc2ccc(Cl)cc2)nc2ccccn2c1=O)C(=O)NC1CCS(=O)(=O)C1 (centres undefined) | -1.5 | 4.1 | 2.7 | -1.2 | 28.8 | 7.0 | 111.3 | 4.0 | -1.2 | -1.3
Cc1ccc(OCCOc2cccc(/C=N/NC(N)=O)c2)cc1 | -2.1 | 1.0 | -1.9 | 3.0 | 14.8 | -16.4 | 89.0 | -8.9 | -0.8 | 0.1
O=C1CN(C(=O)COc2c(F)c(F)cc(F)c2F)c2ccccc2N1 | 0.1 | 3.9 | -3.2 | -3.0 | -12.3 | 16.1 | nt | 0.6 | -3.1 | 0.2
Next structures.
SMILES | LANA DNA inh | RTF Ca sens act | V-ATPase pHluor | OPRM1-OPRD1 ag | Arrestin-AP2 inh | OPRM1-OPRD1 inv | Pemphigus Ab inh | RTF Ca sens inh | Keap1-Nrf2 PPI | Wnt bcat act
CC1(C)C2CCC13CS(=O)(=O)N[C@@H]3C2 (some centres undefined) | 0.2 | -3.6 | 8.0 | -0.9 | 13.0 | 5.0 | nt | -4.0 | -4.5 | -4.7
Cc1ccc(S(=O)(=O)N/N=C/c2cc([N+](=O)[O-])ccc2O)cc1[N+](=O)[O-] | 2.0 | 5.4 | -1.1 | -0.8 | 5.8 | 6.0 | 92.2 | 1.1 | -3.7 | -5.5
O=c1c(Cl)c(N2CCN(S(=O)(=O)c3ccc(F)cc3)CC2)cnn1-c1cccc(Cl)c1 | -0.5 | 5.6 | 2.8 | 0.5 | -9.8 | -3.1 | nt | -14.3 | -2.4 | nt
COc1ccc(-n2cc(CNCCc3ncc(C)[nH]3)c(-c3ccccc3Cl)n2)cc1 | 0.9 | nt | -0.4 | nt | 7.9 | nt | nt | nt | -0.7 | nt
CCC(C)c1ccccc1OCCOCCN1CCCC1 (centres undefined) | 1.4 | 13.9 | -1.0 | -2.4 | 19.7 | 12.7 | 127.2 | -6.9 | -2.8 | -8.6
CCOC(=O)C1=C(C)NC(=S)NC1c1ccc(-c2cccc(Cl)c2C)o1 (centres undefined) | -0.5 | 0.2 | -7.9 | 6.4 | -4.4 | -34.6 | 103.4 | -1.2 | 3.8 | nt
O=C(CNS(=O)(=O)c1ccc(F)cc1)Nc1ccccc1 | -1.7 | 0.8 | -2.6 | -3.0 | 3.2 | 9.9 | 103.0 | -5.7 | 2.4 | 0.7
Oc1c(Br)cc(C2N=C(c3ccccc3)NO2)cc1Br (centres undefined) | -2.0 | 1.3 | 6.8 | 3.3 | 8.8 | -16.3 | 110.7 | -11.7 | -3.3 | nt
O=C1NCCCC1C(=O)N1CCN(C(=O)c2ccco2)CC1 (centres undefined) | 0.5 | -2.1 | -0.6 | -2.8 | 18.7 | 15.7 | 100.6 | -0.8 | 3.7 | 0.2
COc1ccc(Cc2nnc(SCC(=O)NC3(C#N)CCCCC3)n2N)cc1 | -0.2 | 1.4 | -7.4 | -2.5 | 0.5 | 12.8 | 99.7 | 4.2 | -1.8 | -1.8
C=CCN1C(=O)C(Cc2ccc(Br)cc2)S/C1=N\N=C\c1ccco1 (centres undefined) | 0.9 | 1.6 | -3.5 | 4.7 | 4.5 | -26.2 | 148.9 | 5.0 | 0.5 | 2.0
CC(C)(C)N1C(=O)[C@H]2[C@@H](c3ccc(Br)cc3)N3C(=O)N(c4cccc(F)c4)C(=O)[C@@]3(Cc3ccccc3)[C@H]2C1=O | 0.2 | 3.4 | 0.6 | 1.3 | 10.6 | -7.4 | 104.9 | -8.3 | -3.1 | -4.5
CN(CC(=O)NCCc1ccc(S(N)(=O)=O)cc1)S(=O)(=O)c1ccc(Br)s1 | 1.5 | -5.3 | 0.1 | -2.8 | 6.4 | 14.9 | nt | 3.4 | -3.1 | -1.9
COc1ccc(NC(=O)CSc2nnnn2C2CCCCC2)cc1 | 0.2 | -5.0 | 0.5 | -0.1 | 14.2 | 0.6 | 103.6 | 1.2 | 3.8 | -2.2
O=C(Cn1cnc2ccccc21)c1ccccc1 | -2.2 | -4.0 | 4.5 | -1.9 | -6.0 | 9.2 | 121.6 | -19.9 | -6.7 | 0.4
N/C(=N\OC(=O)Cc1ccccc1)c1ccccc1Cl | -1.1 | -3.3 | -4.0 | 5.6 | -2.6 | -41.0 | 94.5 | -8.2 | 2.7 | nt
O=c1cc(-c2ccncc2)oc2c1ccc1ccccc12 | 3.1 | -4.9 | 0.5 | -3.5 | -4.5 | 17.4 | 113.6 | 2.5 | -2.9 | 4.5
CC(NC(=O)c1cc2cc(F)ccc2[nH]1)c1ccccc1 (centres undefined) | -2.6 | -9.0 | -5.0 | 0.0 | 39.6 | -0.1 | 102.2 | 6.4 | -3.7 | -0.3
O=S(=O)(c1ccc(SCCO)nc1)N1CCCC1 | 0.2 | -1.5 | -2.6 | 0.9 | -6.0 | -5.1 | 99.6 | -3.3 | -3.3 | -1.1
Cc1ccc(Cn2nnc3c(=O)n(Cc4cc(C)ccc4C)cnc32)cc1 | -0.2 | -2.8 | -0.3 | -0.4 | -4.5 | 2.3 | 88.9 | 10.5 | -4.4 | -2.1
COC(=O)C1CCc2c(ccc3c2CCCC3)C1=O (centres undefined) | -1.3 | -1.4 | -1.0 | -2.4 | 34.7 | 11.7 | nt | 9.1 | 1.0 | -3.7
O=C(NC1CC1)c1cccc2c1C(=O)c1ccc(N3CCC(Cc4ccccc4)CC3)cc1S2(=O)=O | 13.1 | 99.0* | 3.2 | 0.6 | 2.8 | -3.3 | 158.7 | -148.5 | 3.4 | 1.5
Cc1sc2ncn(CC(=O)Nc3c(F)cccc3F)c(=O)c2c1S(=O)(=O)N1CCC(C)CC1 | -1.0 | 5.8 | 1.5 | -1.5 | -12.6 | 7.5 | 55.3* | -8.7 | -5.2 | -0.9
CC1CCN(c2ccc(C(=O)NCc3ccco3)cc2[N+](=O)[O-])CC1 | 0.5 | -0.1 | 2.1 | -1.2 | 16.4 | 6.3 | 108.7 | -3.3 | -2.3 | nt
CC(C)[C@H]1C(=O)Nc2ccccc2N1C(=O)N[C@@H](Cc1ccccc1)C(=O)N[C@H](Cc1ccccc1)C(=O)O | -0.7 | -0.9 | 1.4 | -1.9 | -1.5 | 9.4 | nt | -4.9 | -0.5 | 0.5
C=CCN1C(=O)C(C)NC1=S (centres undefined) | 1.0 | 6.2 | 3.0 | -3.9 | 3.5 | 19.3 | nt | -4.6 | -8.5 | 0.7
CCCCCCOC(=O)C(C#N)c1nc2ccccc2nc1N1CCN(CC)CC1 (centres undefined) | -2.7 | 3.1 | -1.3 | 8.3 | 23.1 | -51.7 | 108.0 | -11.7 | 0.3 | nt
